Assay outcomes from PubChem.
mHTT-CaM PPI inh = inhibitors of human mutant huntingtin-calmodulin interaction | P42858 | AlphaScreen His-mHTT/GST-CaM binding, luminescence | inhibition, % at 15 µM | 190,000 tested, 3.6% active;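 also: 0% = both proteins with DMSO and 100% = one protein alone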
Pf apPOL inh = Pf-apPOL DNA polymerase inhibition. Recombinant Pf-apPOL, molecular beacon fluorescence, 1.5 h. inhibition, % at 10 µM. 210,000 tested, 0.25% active. AID 1794808
* marks the source's active call; other numbers are inactive results; nt = no result given; & = joins results of further samples. Rule as the data show it: active = inhibition above about 50%; inactive = the rest.

The first 3 records, ahead of the listing:
#1 CCS(=O)(=O)Nc1ccc(C2(C(=O)N3CCCC3)CCCCC2)cc1
#2 COc1ccc(/C=C2/N=C(c3ccc(C)c(C)c3)OC2=O)cc1OC
#3 O=C(NCc1ccc(F)cc1)c1ccc(N2CC3CC(C2)c2cccc(=O)n2C3)c([N+](=O)[O-])c1 (stereo not given)
assay / compound | 1 | 2 | 3
mHTT-CaM PPI inh | -8 | -1 | 17
Pf apPOL inh | 0 | 4 | -9

Main list, previewed entries included:
#1 CCS(=O)(=O)Nc1ccc(C2(C(=O)N3CCCC3)CCCCC2)cc1
#2 COc1ccc(/C=C2/N=C(c3ccc(C)c(C)c3)OC2=O)cc1OC
#3 O=C(NCc1ccc(F)cc1)c1ccc(N2CC3CC(C2)c2cccc(=O)n2C3)c([N+](=O)[O-])c1 (stereo not given)
#4 Cc1cc2c(=O)n(CC(=O)NC(C)c3ccccc3)ccc2s1 (stereo not given)
#5 CSc1nc(SC)c2c3c(sc2n1)CN(C)CC3
#6 CCOc1cccc(CN2CCC(C(=O)NC(C)c3ccccc3)CC2)c1O (stereo not given)
assay / compound | 1 | 2 | 3 | 4 | 5 | 6
mHTT-CaM PPI inh | -8 | -1 | 17 | -5 | 17&29 | 4
Pf apPOL inh | 0 | 4 | -9 | -2 | -2&-2 | 6

#7 O=C1COc2ccccc2N1Cc1nc(-c2ccc(Cl)cc2)no1
#8 O=C(CCC1CCCN(C(=O)Nc2ccccc2)C1)NCc1cccc(F)c1 (stereo not given)
#9 CC1CCN(Cc2csc(N3CCN(C(=O)Cc4ccccc4)CC3)n2)CC1
#10 CCOc1ccccc1CN1CCc2nc(N3CCC(C)CC3)ncc2C1
#11 CC(=O)c1cccc(Nc2cc(C)nc3nnnn23)c1
#12 O=C(NCCN1CCOCC1)c1cc(-c2ccc(F)cc2)on1
assay / compound | 7 | 8 | 9 | 10 | 11 | 12
mHTT-CaM PPI inh | -4 | -12 | 34 | 10 | 5 | -6
Pf apPOL inh | -2 | -5 | -1 | -5 | 18 | -2

#13 Cc1cc(C)c(NC(=O)C(C)Sc2nnnn2C)c(C)c1 (stereo not given)
#14 CCOC(=O)C1C(=O)C=C(c2ccc(OC)cc2)CC1c1cccc([N+](=O)[O-])c1 (stereo not given)
#15 CCOC(=O)C1=C(N)OC2=C(C(=O)CC(C)(C)C2)C1C1CCCCC1 (stereo not given)
#16 Cc1cc(NC(=O)CSc2nc3ccsc3c(=O)n2Cc2ccc(C(=O)O)cc2)n[nH]1
#17 Cc1ccc(Cl)cc1N1CCN(C(=O)C2(S(=O)(=O)c3ccc(Cl)cc3)CC2)CC1
#18 O=S(=O)(c1ccccc1)n1cnc2ccccc21
assay / compound | 13 | 14 | 15 | 16 | 17 | 18
mHTT-CaM PPI inh | -1 | -5 | 1 | 11 | 92* | -7
Pf apPOL inh | -8 | 1 | 1 | -6 | 1 | 2

#19 Cn1nc(C(C)(C)C)cc1C(=O)Nc1ccc2nccnc2c1
#20 COc1ccccc1N1CCN(CC2CC=CCC2)CC1 (stereo not given)
#21 Cn1nc(COc2ccccc2)c2c1CCN(C(=O)Nc1cc(F)ccc1F)C2
#22 COc1ccc(C=C2Oc3c(CN(C)C)c(O)c(CN(C)C)c(C)c3C2=O)c(OC)c1
#23 CC(=O)N1CCc2cc(Br)cc(S(=O)(=O)N3CC(C)CC(C)C3)c21 (stereo not given)
#24 CCOc1ccccc1/C=C1/N=C(c2cccc(C)c2)OC1=O
assay / compound | 19 | 20 | 21 | 22 | 23 | 24
mHTT-CaM PPI inh | nt | -7 | 28 | -1 | 3 | -2
Pf apPOL inh | 4 | 10 | -8 | -4 | -1 | 6

#25 Cc1ccc(CN2CCC(c3nc(-c4ccncc4)n[nH]3)CC2)o1
#26 Cc1cc(C)c(NC(=O)c2cc3c(=O)n(CC(C)C)ccc3n2C)c(C)c1
#27 CCN(CC)S(=O)(=O)c1ccc(C(=O)N=c2sc3cc(C)ccc3n2C)cc1
#28 CCOc1ccccc1C(=O)N1CCCC1COc1ccc(C(=O)N2CCOCC2)cc1 (stereo not given)
#29 CNS(=O)(=O)c1cccs1
#30 COCCn1c(C2CCN(C(=O)c3ccc(F)c(Cl)c3)C2)nc2cccnc21 (stereo not given)
assay / compound | 25 | 26 | 27 | 28 | 29 | 30
mHTT-CaM PPI inh | 13 | -5 | -7 | -9 | -3 | 3
Pf apPOL inh | 13 | -2 | -1 | -6 | -4 | -4

#31 CCOc1ccc(NC(=O)c2cccnc2)c([N+](=O)[O-])c1
#32 COc1ccc2cc3cc(C(=O)NCCN(C)C)oc3nc2c1
#33 Cc1cccc(C(C)C)c1NC(=O)c1ccc([N+](=O)[O-])cc1
#34 Cc1ccc(C(=O)NCCCN(C)C)c(Cl)c1
#35 N#CC(C#N)=NNc1ccc(Cl)c([N+](=O)[O-])c1
#36 CC12COC3(C(=O)Nc4ccccc4Br)CC1CCC32C (stereo not given)
assay / compound | 31 | 32 | 33 | 34 | 35 | 36
mHTT-CaM PPI inh | 0 | 4 | -7 | -3 | 39 | -13
Pf apPOL inh | 1 | -5 | -3 | 5 | nt | -3

#37 O=C(NCC(O)c1ccsc1)c1cccc2ccccc12 (stereo not given)
#38 c1coc(CNc2nc(-c3cccs3)cs2)c1
#39 O=C(O)CCCNS(=O)(=O)c1ccc(Br)cc1
#40 Cc1ccc(N2C(=O)c3ccccc3NC2c2sccc2C)cc1 (stereo not given)
#41 COc1cccc(/C=C2/N=C(c3cc([N+](=O)[O-])ccc3OC)OC2=O)c1
#42 Cc1noc(-c2ccc(=O)n(C(C)C(=O)NCc3cccs3)c2)n1 (stereo not given)
assay / compound | 37 | 38 | 39 | 40 | 41 | 42
mHTT-CaM PPI inh | -14 | 47 | -2 | -8 | 8 | -11
Pf apPOL inh | -3 | -16 | 6 | 1 | -5 | 4

#43 O=C(Cn1cc(-c2ccc(F)cc2)oc1=O)N1CCN(c2cccc(Cl)c2)CC1
#44 CCCCN(CC)C(=O)C1CC(=O)N(CCc2c[nH]c3ccc(C)cc23)C1 (stereo not given)
#45 Cc1ccc(CNC2CCN(c3ccc(C(=O)Nc4cccc(F)c4)cn3)C2)cc1 (stereo not given)
#46 O=C(NCCN1CCOCC1)C1CCCN(c2nc3ccccc3o2)C1 (stereo not given)
#47 O=C(COc1ccccc1F)Nc1ccc2c(c1)CCC(=O)N2Cc1ccccc1
#48 CCc1ccc(C2=CC(c3cccc(F)c3)n3ncnc3N2)cc1 (stereo not given)
assay / compound | 43 | 44 | 45 | 46 | 47 | 48
mHTT-CaM PPI inh | 0 | 27 | 1 | -7 | 10 | -3
Pf apPOL inh | 1 | 0 | 0 | -14 | 1 | 8

#49 Cc1onc(-c2ccccc2Cl)c1-c1nc(-c2cccnc2)no1
#50 COc1ccc(NC(=O)C2=C(C)Nc3ncnn3C2c2ccc(F)cc2)cc1 (stereo not given)
#51 CC1CCCC(C)N1C(=O)c1cnn2c(C(F)(F)F)cc(-c3cccs3)nc12 (stereo not given)
#52 O=C(c1nn2c(c1Cl)NC(c1ccco1)CC2C(F)(F)F)N1CCOCC1 (stereo not given)
#53 Cc1c(C(=O)Nc2c3c(nn2-c2ccc(F)cc2)CS(=O)(=O)C3)cccc1[N+](=O)[O-]
#54 COc1ccc2oc(=Nc3sc4c(c3C(N)=O)CCCC4)c(C(N)=O)cc2c1
assay / compound | 49 | 50 | 51 | 52 | 53 | 54
mHTT-CaM PPI inh | -7 | -1 | 4 | 4 | 0 | -2
Pf apPOL inh | -3 | -1 | -2 | -10 | -2 | -7

Random excerpt: 2 records from the list
#13 Cc1cc(C)c(NC(=O)C(C)Sc2nnnn2C)c(C)c1 (stereo not given)
#24 CCOc1ccccc1/C=C1/N=C(c2cccc(C)c2)OC1=O
assay / compound | 13 | 24
mHTT-CaM PPI inh | -1 | -2
Pf apPOL inh | -8 | 6

(cont.)
#55 COc1ccc(-c2noc(C3CCCN3C(=O)c3ccc(C#N)cc3F)n2)cc1 (stereo not given)
#56 CC(C(=O)Nc1ccc(Cl)c(C(F)(F)F)c1)N1C(=O)c2ccccc2C1=O (stereo not given)
#57 Cc1cc(-c2nnc(NC(=O)c3ccn(C)n3)o2)c(C)o1
#58 Cc1c(Cl)ccc(S(=O)(=O)NCCN2CCOCC2)c1Cl
#59 O=C(NCC1COC2(CCCCC2)O1)C(=O)NC1CCCC1 (stereo not given)
#60 O=C(NCc1ccccc1)/C(=C\c1ccc([N+](=O)[O-])cc1)NC(=O)c1ccco1
assay / compound | 55 | 56 | 57 | 58 | 59 | 60
mHTT-CaM PPI inh | 10 | 24 | 68* | -1 | 0 | 4
Pf apPOL inh | -1 | -2 | -6 | -5 | -3 | -3

#61 CCc1nn(-c2ccccc2)c(N)c1C
#62 O=C(Cn1nc(-c2ccco2)ccc1=O)Nc1ccc(-c2ccc(=O)[nH]n2)cc1
#63 CC(C)C[C@H]1COc2cccc(F)c2S(=O)(=O)N1Cc1cn(CCC2OCCO2)nn1
#64 COc1cc(C2Nc3ccc4ncccc4c3C3=C2C(=O)CCC3)ccc1O (stereo not given)
#65 COc1nn(C)cc1C(=O)NCc1cc(-c2ccc(F)cc2F)on1
#66 CNC(=O)NNc1nccc(-c2cccnc2)n1
assay / compound | 61 | 62 | 63 | 64 | 65 | 66
mHTT-CaM PPI inh | -1 | 35 | -9 | 6 | -8 | nt
Pf apPOL inh | 2 | 49 | -4 | 7 | 0 | -4

#67 CCC(NCC(O)CN(c1ccc(F)cc1)S(=O)(=O)c1ccc(C)cc1)C(=O)O (stereo not given)
#68 Cc1nc(-c2cccc(NC(=O)Cc3c(C)[nH]c(=O)[nH]c3=O)c2)cs1
#69 CC(=O)N1CCN(C(=O)c2cccn2CC(=O)N2CCc3ccccc32)CC1
#70 O=C1NC(=O)C(c2ccccc2[N+](=O)[O-])=C1Nc1ccc(O)c(Cl)c1
#71 Cc1c(N)n[nH]c1-c1cccs1
#72 COc1ccccc1NS(=O)(=O)c1cc(-c2n[nH]c(=O)c3ccccc23)ccc1C
assay / compound | 67 | 68 | 69 | 70 | 71 | 72
mHTT-CaM PPI inh | -12 | -6 | 1 | nt | -2 | 6&9
Pf apPOL inh | 0 | -5 | -4 | 11 | nt | 3&-3

#73 O=C(NCC1CCCCC1)C1CCc2nc(N3CCN(C(=O)C4CCC4)CC3)sc2C1 (stereo not given)
#74 CC(=O)c1ccc(N2CCN(C/C=C/c3ccccc3[N+](=O)[O-])CC2)cc1
#75 CC(=O)c1cc(F)c(N2CCCCCC2)cc1C
#76 CCc1ccc(S(=O)(=O)N2CCSC2c2ccccc2OC)cc1 (stereo not given)
#77 CCc1ccc(C2Nc3ccccc3NC3=C2C(=O)CC(c2ccc(OC)cc2)C3)s1 (stereo not given)
#78 CCOc1ccc(C=C2Oc3cc(OC(C)C(=O)OC)ccc3C2=O)cc1 (stereo not given)
assay / compound | 73 | 74 | 75 | 76 | 77 | 78
mHTT-CaM PPI inh | 4 | 24 | -51 | -17 | 24 | -14
Pf apPOL inh | 3 | -1 | -9 | 0 | -9 | 8

#79 CS(=O)(=O)c1ccccc1C(=O)N1CCN(Cc2nnnn2-c2ccccc2)CC1
#80 COc1ccc(N2CCN(C(=O)c3cccs3)C(C)C2=O)c(OC)c1 (stereo not given)
#81 O=C(c1cccc(Cl)c1)N1N=C(c2ccco2)CC1c1ccco1 (stereo not given)
#82 CCOc1ccc(N2C(=O)CC(N3CCN(c4ccccn4)CC3)C2=O)cc1 (stereo not given)
#83 Cc1cccc(C(=O)Nc2c(-c3cccs3)nc3ccccn23)c1
#84 O=C(Nc1ccccc1C(F)(F)F)N1CCOc2ccc(Cl)cc21
assay / compound | 79 | 80 | 81 | 82 | 83 | 84
mHTT-CaM PPI inh | -5 | 0 | -2 | 0 | 12 | -25
Pf apPOL inh | -8 | 4 | -1 | 5 | -1 | -4

#85 O=C(CN1CCN(c2ccc3c(c2)OCCO3)C1=O)NCc1ccccn1
#86 O=C1CCCc2[nH]nc(-c3ccc(Cl)cc3)c21
#87 Cn1c(=O)n(C)c(=O)n(CC(=O)N2CCCCC2)c1=O
#88 COc1ccc(C(=O)N2CC3CC(NC(=O)c4cccs4)C2C3)c(OC)c1 (stereo not given)
#89 CCCN1CC=C2C(C#N)=C(N)C(C#N)(C#N)[C@H](c3ccsc3)[C@H]2C1
#90 COc1ccc(NC(=O)N2CCCC2c2nc(-c3ccccc3OC)no2)cc1Cl (stereo not given)
assay / compound | 85 | 86 | 87 | 88 | 89 | 90
mHTT-CaM PPI inh | -4 | -1 | 1 | -6 | 3 | 7
Pf apPOL inh | 4 | -4 | -38 | 2 | nt | -2

#91 COc1cc2c(cc1OC)C(C(=O)Nc1ccccn1)C(c1cccs1)N(C)C2=O (stereo not given)
#92 Cc1ccc(N2C(=O)C3N=NN(c4ccccc4)C3C2=O)cc1C (stereo not given)
#93 Cc1ccc(/C=C/C(=O)O)cc1S(=O)(=O)NC1CCS(=O)(=O)C1 (stereo not given)
#94 OC(COc1ccc(C(F)(F)F)cn1)CSc1ccc(C(F)(F)F)cn1 (stereo not given)
#95 COc1ccc(OC)c(Nc2ncnc3c2nc2n3CCCC2)c1
#96 Cc1cc2ccccc2n1CCNS(=O)(=O)c1ccc(F)cc1
assay / compound | 91 | 92 | 93 | 94 | 95 | 96
mHTT-CaM PPI inh | 4 | -8 | -1 | nt | 8 | 13
Pf apPOL inh | 1 | 1 | -4 | -8 | -2 | 1

#97 O=C(NC(Cc1ccccc1)C(=O)Nc1ccc([N+](=O)[O-])cc1)c1ccccc1 (stereo not given)
#98 COc1ccccc1C(=O)n1nc(C)c(Sc2nnc(C(F)(F)F)n2C)c1C
#99 CCOC(=O)N1CCc2nn(CC(=O)Nc3c(C)cc(C)cc3C)c(=O)cc2C1
#100 Cc1ccnc(N2CCCC(C(=O)NCC3CCN(Cc4cccc(Cl)c4)CC3)C2)n1 (stereo not given)
#101 CC(C)(C)c1ccc(Oc2ccc(C(C)(C)C)cc2C(C)(C)C)c(C(C)(C)C)c1
#102 CCCNC(=O)C1(c2ccc(NS(C)(=O)=O)cc2)CCCCC1
#103 CCc1cc2c(=O)c(-c3nc(C)cs3)coc2cc1OC(C)C(=O)NCCO (stereo not given)
#104 CCOc1cccc(C(=O)Nc2ccc([N+](=O)[O-])cc2)c1
assay / compound | 97 | 98 | 99 | 100 | 101 | 102 | 103 | 104
mHTT-CaM PPI inh | 0 | nt | 0 | 8 | nt | -12 | 4 | 2
Pf apPOL inh | -1 | -10 | -4 | -4 | -10 | -2 | -8 | -1
